From PubChem
TNAP activators: human TNAP enzyme activators, primary screen, biochemical, luminescent, no phosphate acceptor, uHTS (AID 1001); hit rate 0.03% among 200,000; activation fold at 20 µM, or EC50 in µM where a hit was titrated; purified TNAP, luminescent activation assay, no phosphate acceptor; higher activation fold means a stronger effect; in the data active = activation fold from about 3, or a potency from the dose series; inactive = the rest, 99 in 100 with activation fold below about 1.6; note: many of its hits are not listed in these tables
Salmonella PhoP GFP: inhibitors of PhoP regulon expression, primary screen, Salmonella Typhimurium, GFP reporter (AID 1863). S. Typhimurium PhoP-regulated promoter GFP reporter, 4 h; higher % means a stronger effect. inhibition, % at 50 µM; hits with a dose series show IC50 in µM. hit rate 0.16% among 300,000;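 active = inhibition over 29.93%, a cutoff 3 SD above the screen mean, later confirmed by dose response; inconclusive = inhibition over 29.93% but no dose response follow-up; inactive = inhibition at most 29.93% or unconfirmed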;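 note: 0% = low Mg2+ inducing control and 100% = high Mg2+ repressing control; strong numbers were not always called active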
human PMI inhibitors: human PMI inhibitors, high substrate, primary screen, biochemical, fluorescence intensity, high mannose 6-phosphate (AID 1220); recombinant PMI enzyme, coupled fluorescence intensity; higher % means a stronger effect; inhibition, % at 20 µM, or IC50 in µM where a hit was titrated; hit rate 0.66% among 190,000
XIAP antagonists: small molecules displacing peptide from XIAP – biochemical, IAP family, fluorescence polarization (AID 1018); XIAP BIR domain, fluorescence polarization peptide displacement; higher % means a stronger effect; displacement, % at 20 µM, or IC50 in µM where a hit was titrated; hit rate 0.007% among 200,000; in the data active = displacement above about 50%; note: a part of the inactive calls stands beside numbers as strong as those of hits
Myeloid diff MLP: compounds promoting myeloid differentiation; ER-HoxA9 myeloid progenitors, lysozyme-GFP differentiation, flow cytometry; calls only at 10 µM; hit rate 1% among 360,000; AID 624256;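 active = normalized GFP-positive differentiation at or above the plate's own cutoff, the solvent-only control mean plus 3 SD; inconclusive = no clear call, values can overlap the other calls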;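 note: cells exposed to compound for four days before flow analysis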
WT yeast gro inh: growth inhibition of WT yeast, mitochondrial fusion screen; mitochondrial fusion phenotypic screen, WT strain; hit rate 2.1% among 190,000; inhibition, % at 10 µM; in the data active = inhibition above about 58%; tested in S. cerevisiae
RSV antiviral HEp-2: inhibition of RSV-induced cytopathic effect – HEp-2 cells, primary 10 µM value included (AID 2391). HEp-2 cells, RSV-induced CPE inhibition; higher % means a stronger effect. CPE inhibition, % at 10 µM; hits with a dose series show IC50 in µM. hit rate 0.13% among 310,000; in the data active = a potency from the dose series; inconclusive = CPE inhibition mostly from about 23% at the one dose, without a potency; inactive = the rest, 99 in 100 with CPE inhibition below about 21%; note: strong numbers were not always called active
Siah-1 displacement: Siah-1 peptide-binding antagonists, primary screen, biochemical, fluorescence polarization, rhodamine-plectin, uHTS (AID 1817); Siah-1 / rhodamine-plectin peptide fluorescence polarization; higher % means a stronger effect; one-dose displacement, % at 20 µM; IC50 in µM for titrated hits; hit rate 0.02% among 290,000;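 active = displacement of at least 50% at 20 µM, with a fluorescence ratio check between 0.3 and a set limit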;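 note: plate controls were Siah plus tracer with DMSO for no effect and tracer alone without Siah for full effect; strong numbers were not always called active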
PMI inhibitors: inhibitors of human PMI, primary screen, biochemical, fluorescence intensity, coupled assay (AID 1209); purified PMI enzyme, coupled fluorescence intensity; higher % means a stronger effect; inhibition, % at 20 µM; hits with a dose series show IC50 in µM; hit rate 0.42% among 190,000;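 note: plate controls were DMSO vehicle for no effect and wells lacking substrate for full effect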
WT yeast gro inh mutant strain: also measured in WT yeast gro inh; calls as there; inhibition, %; mitochondrial fusion phenotypic screen, mutant strain inhibition
Myeloid diff MLP GFP+ MAC1+ %: further read-out of Myeloid diff MLP, marked with its call; GFP+ MAC1+ double positive, %; measured here: differentiation confirmed by MAC1 staining
The depositor's hits bear a star. Cut-off read from the data, not from the text of the source, unless noted: active = inhibition above about 50%; inactive = the rest. Compounds as they come (roughly 3.1% active in at least one column).

For Cc1nc(-c2ccc(Cl)cc2)sc1C1(C)CC(c2cccc(Cl)c2)=NO1 (stereo not given) the results were Salmonella PhoP GFP -2%, Myeloid diff MLP inactive, RSV antiviral HEp-2 0.2%, Siah-1 displacement -5% and Myeloid diff MLP GFP+ MAC1+ % 0.5.
`COCCNC(=O)COC(=O)c1ccc(S(=O)(=O)N2CCOCC2)cc1` gave TNAP activators 1.1, Salmonella PhoP GFP -7%, human PMI inhibitors -3%, XIAP antagonists -4.3%, Myeloid diff MLP inactive, WT yeast gro inh 5, RSV antiviral HEp-2 -0.2%, Siah-1 displacement 8%, PMI inhibitors -5%, WT yeast gro inh mutant strain 7 and Myeloid diff MLP GFP+ MAC1+ % 0.4.
`CCS(=O)(=O)N1CCN(S(=O)(=O)c2ccc(Cl)s2)CC1` gave Salmonella PhoP GFP -3%, Myeloid diff MLP inactive, RSV antiviral HEp-2 1.2%, Siah-1 displacement -2% and Myeloid diff MLP GFP+ MAC1+ % 1.2.
`O=C(c1ccc2c(c1)OCO2)N1CCC2(CC1)Oc1ccc(Cl)cc1C(=O)C21CC(c2cccnc2)=NO1` (stereo not given) gave Salmonella PhoP GFP -3%, Myeloid diff MLP inactive, RSV antiviral HEp-2 0.3%, Siah-1 displacement 1% and Myeloid diff MLP GFP+ MAC1+ % 2.7.
Screening O=C(Nc1ccc(CN2CCOCC2)cc1)c1cccs1 returned TNAP activators 1.1, Salmonella PhoP GFP 7%, human PMI inhibitors 5%, XIAP antagonists -0.2%, Myeloid diff MLP inactive, WT yeast gro inh 14, RSV antiviral HEp-2 -2.0%, Siah-1 displacement 0%, PMI inhibitors 9%, WT yeast gro inh mutant strain 28 and Myeloid diff MLP GFP+ MAC1+ % 6.7.
For O=C(Nc1ccccc1Cl)c1ccccc1S(=O)(=O)c1ccccc1[N+](=O)[O-] the results were TNAP activators 1.1, Salmonella PhoP GFP -4%, human PMI inhibitors -7%, XIAP antagonists 0.4%, Myeloid diff MLP inactive, WT yeast gro inh 5, RSV antiviral HEp-2 0.9%, Siah-1 displacement 1%, PMI inhibitors -8%, WT yeast gro inh mutant strain 4 and Myeloid diff MLP GFP+ MAC1+ % 1.1.
For CC(C)NC(=S)N/N=C/c1ccc(N2CCOCC2)cc1 the results were TNAP activators 1.1, Salmonella PhoP GFP 11%, human PMI inhibitors -2%, XIAP antagonists -3.1%, Myeloid diff MLP inactive, WT yeast gro inh 21, RSV antiviral HEp-2 0.7%, Siah-1 displacement 9%, PMI inhibitors 3%, WT yeast gro inh mutant strain 27 and Myeloid diff MLP GFP+ MAC1+ % 0.2.
Screening CC(C)N(C(=O)CN1CCC(c2nc3ccccc3[nH]2)CC1)C(C)C returned Salmonella PhoP GFP 6%, Myeloid diff MLP inconclusive, RSV antiviral HEp-2 0.3% and Siah-1 displacement 1%.
`Cc1ccc(S(=O)(=O)N2CCCCC2)cc1NC(=O)c1ccc2c(=O)n3c(nc2c1)CCCCC3` gave TNAP activators 1.1, Salmonella PhoP GFP 14%, human PMI inhibitors 14%, XIAP antagonists -3.0%, WT yeast gro inh 9, RSV antiviral HEp-2 10%, Siah-1 displacement 2%, PMI inhibitors 12% and WT yeast gro inh mutant strain 5.
`C=CCOc1ccc(C=Nc2ccc(Cl)cc2)c(O)c1` gave TNAP activators 1, Salmonella PhoP GFP -7%, human PMI inhibitors 21%, XIAP antagonists -12%, Myeloid diff MLP inactive, WT yeast gro inh -11, RSV antiviral HEp-2 5.2%, Siah-1 displacement 2%, PMI inhibitors 28%, WT yeast gro inh mutant strain -1 and Myeloid diff MLP GFP+ MAC1+ % 0.6.
`Cc1[nH]n(-c2ccc([N+](=O)[O-])cc2)c(=O)c1C=NCCN1CCN(C(=O)c2cccc(F)c2)CC1` gave TNAP activators 1, Salmonella PhoP GFP -3%, human PMI inhibitors 3%, XIAP antagonists -1.9%, Myeloid diff MLP inactive, WT yeast gro inh 48, RSV antiviral HEp-2 -0.8%, Siah-1 displacement 4%, PMI inhibitors 6%, WT yeast gro inh mutant strain 57 and Myeloid diff MLP GFP+ MAC1+ % 0.6.
For Cc1ccccc1NC(=O)Cn1cnc2c(oc3nc4c(cc32)CCCC4)c1=O the results were Salmonella PhoP GFP 0%, Myeloid diff MLP inactive, RSV antiviral HEp-2 6.6%, Siah-1 displacement 2% and Myeloid diff MLP GFP+ MAC1+ % 3.6.
Cc1nc(-c2ccccc2)sc1C(=O)CSc1ccc(Br)cc1 was read as TNAP activators 1.1, Salmonella PhoP GFP -9%, human PMI inhibitors 12%, XIAP antagonists 2.4%, Myeloid diff MLP inactive, WT yeast gro inh 17, RSV antiviral HEp-2 4.8%, Siah-1 displacement -3%, PMI inhibitors 12%, WT yeast gro inh mutant strain 24 and Myeloid diff MLP GFP+ MAC1+ % 0.8.
Cc1ccc(S(=O)(=O)Cc2ccc(C(=O)O)o2)cc1 was read as TNAP activators 1.1, Salmonella PhoP GFP 13%, human PMI inhibitors 4%, XIAP antagonists -0.7%, Myeloid diff MLP inactive, WT yeast gro inh -4, RSV antiviral HEp-2 0.4%, Siah-1 displacement -5%, PMI inhibitors 2%, WT yeast gro inh mutant strain -11 and Myeloid diff MLP GFP+ MAC1+ % 6.5.
`COc1cc(C(=O)NCCN=C2NS(=O)(=O)c3ccccc32)cc(OC)c1OC` gave Salmonella PhoP GFP 5%, Myeloid diff MLP inactive, RSV antiviral HEp-2 0.2%, Siah-1 displacement -1% and Myeloid diff MLP GFP+ MAC1+ % 0.7.

2 compounds drawn at random from those above, as already listed:
For CC(C)NC(=S)N/N=C/c1ccc(N2CCOCC2)cc1 the results were TNAP activators 1.1, Salmonella PhoP GFP 11%, human PMI inhibitors -2%, XIAP antagonists -3.1%, Myeloid diff MLP inactive, WT yeast gro inh 21, RSV antiviral HEp-2 0.7%, Siah-1 displacement 9%, PMI inhibitors 3%, WT yeast gro inh mutant strain 27 and Myeloid diff MLP GFP+ MAC1+ % 0.2.
`CCS(=O)(=O)N1CCN(S(=O)(=O)c2ccc(Cl)s2)CC1` gave Salmonella PhoP GFP -3%, Myeloid diff MLP inactive, RSV antiviral HEp-2 1.2%, Siah-1 displacement -2% and Myeloid diff MLP GFP+ MAC1+ % 1.2.

Next part
For CCc1ccc(C(C)NC(=O)/C(C#N)=C\c2cn[nH]c2-c2ccccc2)cc1 (stereo not given) the results were TNAP activators 0.9, Salmonella PhoP GFP -6%, human PMI inhibitors 12%, XIAP antagonists -7.7%, Myeloid diff MLP inactive, WT yeast gro inh 59*, RSV antiviral HEp-2 -0.6%, Siah-1 displacement -1%, PMI inhibitors 20%, WT yeast gro inh mutant strain 16* and Myeloid diff MLP GFP+ MAC1+ % 8.2.
For Cc1ccc(NS(=O)(=O)c2c(C(=O)N3CCCCCC3)c(C)n(C)c2C)c(C)c1 the results were Salmonella PhoP GFP 10%, Myeloid diff MLP inactive, RSV antiviral HEp-2 0.5%, Siah-1 displacement 0% and Myeloid diff MLP GFP+ MAC1+ % 3.9.
`COc1cccc(NC(=O)c2ccc(S(=O)(=O)N3CCCC3)cc2)c1` gave Salmonella PhoP GFP 0%, Myeloid diff MLP inactive, RSV antiviral HEp-2 2.8%, Siah-1 displacement 2% and Myeloid diff MLP GFP+ MAC1+ % 3.0.
Screening S=C(NCCCN1CCOCC1)N1CCN(c2ccccc2)CC1 returned Salmonella PhoP GFP 3%, Myeloid diff MLP inactive, RSV antiviral HEp-2 -2.0%, Siah-1 displacement 0% and Myeloid diff MLP GFP+ MAC1+ % 0.1.
O=C(NCCc1cccs1)C1CC(c2cccc([N+](=O)[O-])c2)=NO1 (stereo not given) was read as TNAP activators 1.1, Salmonella PhoP GFP 7%, human PMI inhibitors -8%, XIAP antagonists -3.7%, Myeloid diff MLP inactive, WT yeast gro inh 9, RSV antiviral HEp-2 1.1%, Siah-1 displacement -2%, PMI inhibitors -8%, WT yeast gro inh mutant strain 23 and Myeloid diff MLP GFP+ MAC1+ % 1.0.
For C=CCn1c(SCc2ccc([N+](=O)[O-])cc2)nnc1C(C)NC(=O)c1ccccc1 (stereo not given) the results were TNAP activators 1.1, Salmonella PhoP GFP 11%, human PMI inhibitors -16%, XIAP antagonists -5.5%, Myeloid diff MLP inactive, WT yeast gro inh 5, RSV antiviral HEp-2 -0.3%, Siah-1 displacement -2%, PMI inhibitors -7%, WT yeast gro inh mutant strain 18 and Myeloid diff MLP GFP+ MAC1+ % 7.7.
For CCOC(=O)c1ccccc1NC(=O)c1ccc(N(C)S(C)(=O)=O)cc1 the results were TNAP activators 1.1, Salmonella PhoP GFP -1%, human PMI inhibitors 5%, XIAP antagonists 0.7%, Myeloid diff MLP inactive, WT yeast gro inh -6, RSV antiviral HEp-2 0.1%, Siah-1 displacement 4%, PMI inhibitors 10%, WT yeast gro inh mutant strain 0 and Myeloid diff MLP GFP+ MAC1+ % 6.8.
O=[N+]([O-])c1ccc2nc(CCCO)[nH]c2c1 was read as TNAP activators 1, Salmonella PhoP GFP -1%, human PMI inhibitors 8%, XIAP antagonists 0.2%, Myeloid diff MLP inactive, WT yeast gro inh -13, RSV antiviral HEp-2 -0.2%, Siah-1 displacement 3%, PMI inhibitors 12%, WT yeast gro inh mutant strain -28 and Myeloid diff MLP GFP+ MAC1+ % 0.3.
`CC(=O)c1c(N2CCOCC2)nc2ccc(Br)cc2c1-c1ccccc1` gave Salmonella PhoP GFP -7%, Myeloid diff MLP inactive, RSV antiviral HEp-2 3.6%, Siah-1 displacement 3% and Myeloid diff MLP GFP+ MAC1+ % 0.2.
CCC(=O)Nc1cccc(NC(=S)NC(=O)c2cc3ccccc3o2)c1 was read as TNAP activators 0.9, Salmonella PhoP GFP -9%, human PMI inhibitors -10%, XIAP antagonists -2.2%, Myeloid diff MLP inactive, WT yeast gro inh -2, RSV antiviral HEp-2 5.0%, Siah-1 displacement 16%, PMI inhibitors -4%, WT yeast gro inh mutant strain 5 and Myeloid diff MLP GFP+ MAC1+ % 0.2.
`COc1ccccc1N1CCN(CC(=O)NCc2ccc(Cl)cc2)CC1` gave Salmonella PhoP GFP 9%, Myeloid diff MLP inactive, RSV antiviral HEp-2 0.6%, Siah-1 displacement 7% and Myeloid diff MLP GFP+ MAC1+ % 0.4.
COc1ccc(C(=O)Nc2nc(C)c(C)s2)cc1OC was read as TNAP activators 1.1, Salmonella PhoP GFP -5%, human PMI inhibitors -50%, XIAP antagonists -8.1%, Myeloid diff MLP inactive, WT yeast gro inh 39, RSV antiviral HEp-2 1.6%, Siah-1 displacement 1%, PMI inhibitors -11%, WT yeast gro inh mutant strain 26 and Myeloid diff MLP GFP+ MAC1+ % 1.2.
Screening COc1ccccc1-c1noc(CCCC(=O)NC2CCCC2)n1 returned Salmonella PhoP GFP 1%, Myeloid diff MLP inactive, RSV antiviral HEp-2 2.4%, Siah-1 displacement 2% and Myeloid diff MLP GFP+ MAC1+ % 0.4.
CCOC(=O)/C(=C\c1ccccc1)C(=O)c1cc(C(C)=O)c(Nc2ccccc2)s1 was read as TNAP activators 1.1, Salmonella PhoP GFP 0%, human PMI inhibitors 18%, XIAP antagonists -15%, Myeloid diff MLP inconclusive, WT yeast gro inh 30, RSV antiviral HEp-2 -3.3%, Siah-1 displacement 2%, PMI inhibitors 16% and WT yeast gro inh mutant strain -4.
